# Screens deposited in PubChem by The Scripps Research Institute Molecular Screening Center.
# OX1R antag-1: blocks the human orexin 1 receptor; inhibition, % at 5 µM; CHO/OX1R cells, Fluo-8 calcium fluorescence, orexin A; AID 434989; 330,000 tested, 0.43% active; O43613;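 active = inhibition above its plate's threshold, mean inhibition of all tested compounds on the plate plus 3 SD, cut at about 37% in these data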;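 note: 0% = orexin A challenge wells and 100% = SB-334867-A antagonist wells; not every result past the cut was called active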
# Target sequence (O43613 whole entry, looked up): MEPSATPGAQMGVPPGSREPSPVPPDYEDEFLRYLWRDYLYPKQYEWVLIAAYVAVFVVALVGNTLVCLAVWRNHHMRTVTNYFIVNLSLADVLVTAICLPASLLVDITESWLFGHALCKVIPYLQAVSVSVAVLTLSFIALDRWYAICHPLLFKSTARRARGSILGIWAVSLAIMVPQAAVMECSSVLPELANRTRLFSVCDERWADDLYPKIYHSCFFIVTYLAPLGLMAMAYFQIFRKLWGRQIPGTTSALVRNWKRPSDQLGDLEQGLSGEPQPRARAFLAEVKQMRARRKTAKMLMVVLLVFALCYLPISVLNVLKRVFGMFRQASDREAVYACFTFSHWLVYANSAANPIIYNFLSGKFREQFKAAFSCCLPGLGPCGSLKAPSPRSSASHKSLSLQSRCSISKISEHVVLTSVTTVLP
# OX1R antag-2: blocks the human orexin 1 receptor | OX1R-expressing cells, FRET antagonist read-out | inhibition, % at 6.6 µM | 330,000 tested, 1.8% active | AID 485270; in the data active = inhibition mostly above about 38%, no sharp cut-off; inactive = mostly below about 40%;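 note: 0% = agonist challenge alone and 100% = reference antagonist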
# An asterisk follows results filed as active.
SMILES,OX1R antag-1,OX1R antag-2
Cc1ccc(C(=O)CSc2nnc(CNc3ccc(F)cc3)o2)cc1,-17.2,11.5
Cc1ccc(S(=O)(=O)NCCC(=O)NCCN2CCCCCC2)cc1,-7.1,8.1
Cc1ccc(C(=O)OCC(=O)NCCc2ccccc2)cc1S(=O)(=O)N1CCOCC1,-18.6,17.0
COc1ccc(S(=O)(=O)N2CCC(C(=O)NCC3CCCO3)CC2)cc1OC (stereo unspecified),2.9,6.7
O=C(CSc1nnc(Cc2ccccc2)n1-c1cccc(Cl)c1)N1CCOCC1,-28.7,15.9
COc1ccccc1C(=O)C1CCCN(C(=O)C2CCCC2)C1 (stereo unspecified),-25.2,5.4
O=c1[nH]c(=O)n(-c2ccccc2)c2c1C(C(F)(F)F)(C(F)(F)F)N=C(C1CCCCC1)N2,-13.8,3.3
Cc1cccc(NC(=S)NCCc2ccc(F)cc2)c1C,-12.6,22.2
Cc1cc(C)n2nc(C(=O)OCC(=O)N3CCC3)nc2n1,-17.1,15.0
CCc1ccc(C(=O)NCc2ccc(Cl)cc2Cl)cc1,-29.6,9.9
COC(=O)c1ccc(C23CC4(C2)[C@H](CN(Cc2ccc(C(F)(F)F)cc2)[C@@H]4c2ccccc2)C3c2ccccc2)cc1 (stereo partly specified),-12.7,10.3
Fc1ccc(-c2csc(-c3ccncc3)n2)cc1,-21.5,16.9
Cn1c(=O)cc(SCC(=O)N2CCN(c3ccccc3)CC2)c2ccccc21,-24.6,3.3
COc1ccc(NC(=S)NN(C)C(=S)Nc2ccc(OC)cc2)cc1,-5.3,25.4
CCN(CC(=O)Nc1c(F)cccc1F)C(=O)c1ccc2ccccc2n1,-11.6,13.1
Cc1ccc(N2CC(O)=C(c3nc4ccccc4c(=O)[nH]3)C2=N)cc1C,-25.0,12.7
CC(=O)c1ccc(C(=O)N2CCc3c([nH]c4ccccc34)C2c2ccccn2)s1 (stereo unspecified),-38.2,11.6
COc1cc2c(cc1OC)C(C)N(C(=O)c1ccc(Cl)c(S(=O)(=O)N3CCCCC3)c1)CC2 (stereo unspecified),-19.4,2.2
CCC(C)NC(=O)C1CCN(S(=O)(=O)c2ccc(Br)s2)CC1 (stereo unspecified),-14.7,12.7
O=C(CCS(=O)(=O)c1ccc(Br)cc1)Nc1cc(F)ccc1F,-13.1,-0.6

# Full records, looked up by structure:
# CCC(C)NC(=O)C1CCN(S(=O)(=O)c2ccc(Br)s2)CC1 (stereo unspecified) is listed as OX1R antag-1 = -14.7; OX1R antag-2 = 12.7
# Fc1ccc(-c2csc(-c3ccncc3)n2)cc1 is listed as OX1R antag-1 = -21.5; OX1R antag-2 = 16.9

# Continued.
SMILES,OX1R antag-1,OX1R antag-2
Cc1ccc(NC(=O)Nc2cccs2)cc1,-1.3,34.2
Cc1cccc(N2CCN(C(=O)Cn3cccc3C(=O)c3ccccc3)CC2)c1C,-33.4,30.7
O=C(Nc1ccc(N2CCOCC2)c(Cl)c1)c1ccc(F)cc1,-12.4,10.6
CCOP1(=O)C=C(C(C)(C)C)OC1c1ccc(F)cc1 (stereo unspecified),-9.6,3.7
CC(=O)c1cc(F)c(N2CCN(CCC#N)CC2)cc1C,0.1,25.1
CC[C@@H](C)C(NC(=O)OC(C)(C)C)c1cn([C@@H](CCC(=O)OC(C)(C)C)C(=O)N2CCN(C(=O)OC(C)(C)C)CC2)nn1 (stereo partly specified),22.7,20.4
CCSc1nccc(-c2nn(-c3ccc(C)cc3)ccc2=O)n1,-30.1,15.3
Fc1ccc2nc(-c3ccccc3)nc(SCc3nnc(-c4ccccc4)o3)c2c1,-22.4,23.1
O=C(NCCc1ccccn1)c1c(-c2ccsc2)sc2ccccc12,-21.6,47.6*
O=C(Cc1ccccc1[N+](=O)[O-])NNC(=O)c1ccncc1,8.9,15.4
CCNC(=O)COC(=O)CCNC(=O)c1ccc(Cl)cc1,-6.8,5.0
COc1cccc(NC(=O)C2CCC(CNS(=O)(=O)c3cccc4cccnc34)CC2)c1 (stereo unspecified),-12.0,1.6
COCCNC(=O)C(c1ccc(C)o1)N(C(=O)Cn1nnc2ccccc21)c1ccccc1 (stereo unspecified),-21.3,9.2
COc1ccc(S(=O)(=O)N(C)C[C@H]2Oc3c(NC(=O)NC4CCCCC4)cccc3C(=O)N([C@H](C)CO)C[C@@H]2C)cc1,-20.2,15.2
Nc1ccc(N(c2ccccc2)c2ccc(N)cc2)cc1,-6.7,16.1
CC1(C)C(N(O)C(=O)Nc2ccccc2)N(c2cccc(Cl)c2)C(=O)N1O (stereo unspecified),-8.6,13.7
COc1ccccc1NC(=O)CSc1nc(N)cc(N)n1,-6.2,7.8
O=C(O)CCNc1cc2ccccc2cc1C(=O)O,-12.2,43.7
Cc1nc(N2CCN(S(=O)(=O)c3ccc(Br)cc3)CC2)c2c(C)c(C)sc2n1,-32.7,17.9
CC(C)N(Cc1ccccc1)C(=O)CN1c2cccc3cccc(c23)S1(=O)=O,-5.8,38.9*

# Already shown: entries from further up.
SMILES,OX1R antag-1,OX1R antag-2
Cc1ccc(NC(=O)Nc2cccs2)cc1,-1.3,34.2
Cc1cccc(N2CCN(C(=O)Cn3cccc3C(=O)c3ccccc3)CC2)c1C,-33.4,30.7
O=C(Nc1ccc(N2CCOCC2)c(Cl)c1)c1ccc(F)cc1,-12.4,10.6
CCOP1(=O)C=C(C(C)(C)C)OC1c1ccc(F)cc1 (stereo unspecified),-9.6,3.7
CC(=O)c1cc(F)c(N2CCN(CCC#N)CC2)cc1C,0.1,25.1
CC[C@@H](C)C(NC(=O)OC(C)(C)C)c1cn([C@@H](CCC(=O)OC(C)(C)C)C(=O)N2CCN(C(=O)OC(C)(C)C)CC2)nn1 (stereo partly specified),22.7,20.4
CCSc1nccc(-c2nn(-c3ccc(C)cc3)ccc2=O)n1,-30.1,15.3

# As entered above:
# `Nc1ccc(N(c2ccccc2)c2ccc(N)cc2)cc1` in OX1R antag-2 has 16.1
# `Cc1cccc(N2CCN(C(=O)Cn3cccc3C(=O)c3ccccc3)CC2)c1C` in OX1R antag-2 has 30.7
# `Cc1nc(N2CCN(S(=O)(=O)c3ccc(Br)cc3)CC2)c2c(C)c(C)sc2n1` in OX1R antag-1 has -32.7

# (further entries)
SMILES,OX1R antag-1,OX1R antag-2
Cc1ccc(-n2nc(C)c(C3(O)C(=O)N(C)c4ccccc43)c2N)cc1 (stereo unspecified),0.1,11.3
CC(C)(C)CC(=O)NCc1cccs1,-5.7,18.8
Cc1onc(-c2c(Cl)cccc2Cl)c1C(=O)NCCc1ccc(S(N)(=O)=O)cc1,-13.0,3.9
CNC(=S)Nc1ccc(-c2nc3ccc(C)cc3s2)cc1,1.1,21.9
CC(=O)Nc1ccc(S(=O)(=O)NCCC(=O)Nc2cccc(Cl)c2)cc1,-0.2,9.4
C=CCn1c(C2CCCCC2)n[nH]c1=S,1.2,8.0
Cc1nnc(NC(=O)CSc2nc(N)c(NC(=O)c3cccs3)c(=O)[nH]2)s1,-1.8,13.4
O=C(O)c1ccc(NS(=O)(=O)c2cccc3cccnc23)cc1,3.0,5.0
COC(=O)c1cc2c(cc1[N+](=O)[O-])OCO2,-2.9,35.8
Cc1ccc(NC(=O)C(Cc2ccccc2)NC(=O)OCc2ccccc2)cc1C (stereo unspecified),-25.5,7.2
CCCN(CCC)C(=O)Cc1coc2ccc3ccccc3c12,-31.8,15.9
COC(=O)c1ccc(CNC(=O)COC(=O)c2ccc(N(C)C)cc2)cc1,-32.1,15.1
COc1ccccc1CCC(=O)Nc1ccc2c(c1)CN(Cc1ccc(CO)o1)CC2,-21.4,23.7
Cc1ccc(S(=O)(=O)NNC2=NS(=O)(=O)c3ccccc32)c(C)c1,3.3,13.7
O=C(NCCN1CCOCC1)c1ccc(S(=O)(=O)Nc2ccccc2)cc1,-10.8,-4.1
O=S(=O)(Nn1cnnc1)c1ccc2ccccc2c1,-13.7,3.4
O=C(CNC(=O)C1CCCCC1)NNC(=O)c1ccccc1Br,10.6,6.9
CC(=O)Nc1ccc(NC(=O)C2CCCN(c3nnc(-n4cccc4)s3)C2)cc1 (stereo unspecified),-8.0,-0.2
CCn1c(SC(C)C(=O)OC)nnc1-c1c[nH]c2ccccc12 (stereo unspecified),0.4,13.6
O=C(O)CC1S/C(=N\N=C/c2ccccc2)N(c2ccc(O)cc2)C1=O (stereo unspecified),0.0,-0.6
CCOC(=O)c1cnn(-c2ncnc3c2cnn3C)c1N,6.2,12.4
CN(C(=O)CCc1nc2ccccc2c(=O)[nH]1)C1CCS(=O)(=O)C1 (stereo unspecified),5.2,1.3
Cc1cc(N2CCN(c3ccccc3)CC2)nc(-c2ccccc2O)n1,-6.6,37.4
Cc1[nH]c2ccccc2c1C(=O)C(=O)N1CCOCC1,-1.1,26.3
COc1ccc(OC)c(NC(=O)C(Sc2ccccc2)c2ccccc2)c1 (stereo unspecified),19.4,37.0
CCCCCCCn1ccc(=N)cc1,-1.1,15.7
CCOc1ccc(NS(=O)(=O)c2ccc(NC(C)=O)c(OC)c2)cc1,-15.8,8.0
Cc1nc([N+](=O)[O-])cn1CC(=O)Nc1ccc([N+](=O)[O-])cc1,-5.3,15.3
CSc1nncn1/N=C/c1ccc([N+](=O)[O-])cc1,-1.4,89.6*
CC(=O)N/C(=C\c1ccc(C)cc1)C(=O)O,1.0,3.9
O=[N+]([O-])c1ccccc1/C=N\Nc1nccs1,1.8,10.4
Cc1ccc(-c2cc(Cc3ccncc3)c(=O)[nH]n2)cc1,-7.1,10.1
CC(=O)c1sc(NC(=O)c2cccnc2Cl)nc1C,-16.7,9.0
Brc1ccccc1OCCNCc1ccccc1,-13.0,34.8
COc1cc(OC)nc(NC(=O)NS(=O)(=O)c2ccccc2Cl)n1,-10.2,10.8
COc1ccc(OC)c(NC(=O)CN2C(=O)NC3(CCOc4ccccc43)C2=O)c1 (stereo unspecified),-14.8,21.9
CN(C(=O)c1ccc2c(c1)CCO2)C(C)(C)C,-10.5,1.5
CN(c1ccccc1)S(=O)(=O)c1cc(C(=O)N2CCN(c3ncccn3)CC2)ccc1Cl,-10.6,4.8
Fc1ccccc1Nc1nc(NCc2ccco2)nc(N2CCOCC2)n1,-33.6,13.6
Cc1ccnc(NS(=O)(=O)c2ccc(NC(=O)c3oc4ccccc4c3C)cc2)n1,-2.1,17.0
Cc1ccc(C(=O)Nc2ccccc2N2CCCC2)cc1,-22.1,8.4
CC(=O)NC1=NN(C(C)=O)C(C)(c2ccc(C)cc2)S1 (stereo unspecified),1.6,-3.2
COc1ccc(S(=O)(=O)N[C@H](C(=O)O)C(C)C)cc1,0.1,8.2
CCc1ccc(-n2c(SCC(=O)c3ccc4c(c3)NC(=O)CO4)nc3ccccc3c2=O)cc1,-24.7,20.6
O=C(Nc1ccccc1C(=O)NCc1ccco1)c1ccccc1,-22.1,3.0
Cc1ccc2nc3c(cc(C(=O)NCC4CCCO4)c(=N)n3CCCOC(C)C)c(=O)n2c1 (stereo unspecified),-14.9,82.3*
CCOC(=O)C1CCCN(C(=O)COc2ccc(S(=O)(=O)N3CCOCC3)cc2)C1 (stereo unspecified),-2.4,0.7
O=C(O)C1Cc2ccccc2CN1C(=O)CCl (stereo unspecified),-3.6,15.6
CC1=C[C@@H](C)[C@@H](c2ccccc2)OC1=O,3.8,17.9
Cc1cc[n+]2cc(-c3cccc([N+](=O)[O-])c3)c(-c3cccc([N+](=O)[O-])c3)cc2c1,-13.1,78.6
N#Cc1c(-c2ccc(F)cc2)cc(-c2cccnc2)nc1N,0.7,0.8
COc1ccc(Cl)cc1NC(=O)Cn1c(=O)n2nc(C)nc2c2ccccc21,-39.7,10.3
COc1ccc(-c2[nH]ncc2CN2CCC(OCc3ccccn3)CC2)c(F)c1,-23.2,21.6
CC1(C)CC(=O)N(c2ccc(Cl)c(Cl)c2)C(=O)C1,-14.5,7.2
O=C(Nc1cccc(Cl)c1)c1ccc(Cn2cc(Cl)cn2)cc1,-7.2,14.4
N/C(Cc1ccc(Cl)cc1Cl)=N\OC(=O)c1ccccc1F,-47.1,15.6
Cc1ccc(/C=C2\C(=O)Nc3ccccc32)o1,-4.5,11.1
CCc1nc2c(cnn2-c2ccc(Cl)cc2)c(=O)n1-c1ccc(OC)cc1,-3.4,1.0
